Assay outcomes from PubChem.
POLK inh: DNA polymerase kappa (human) inhibition; Q9UBT6; purified Pol kappa, fluorescent DNA synthesis assay, 10 min; Potency, µM (top dose mostly 107 µM), for the others: at the top dose activity, negative = inhibition, hits mostly inhibitors; hit rate 0.53% among 400,000; AID 588579; note: potency is the fitted concentration of half-maximal effect; % is set by controls: 0 for no effect and ±100 for the full control effect
Target sequence (Q9UBT6 whole entry, looked up): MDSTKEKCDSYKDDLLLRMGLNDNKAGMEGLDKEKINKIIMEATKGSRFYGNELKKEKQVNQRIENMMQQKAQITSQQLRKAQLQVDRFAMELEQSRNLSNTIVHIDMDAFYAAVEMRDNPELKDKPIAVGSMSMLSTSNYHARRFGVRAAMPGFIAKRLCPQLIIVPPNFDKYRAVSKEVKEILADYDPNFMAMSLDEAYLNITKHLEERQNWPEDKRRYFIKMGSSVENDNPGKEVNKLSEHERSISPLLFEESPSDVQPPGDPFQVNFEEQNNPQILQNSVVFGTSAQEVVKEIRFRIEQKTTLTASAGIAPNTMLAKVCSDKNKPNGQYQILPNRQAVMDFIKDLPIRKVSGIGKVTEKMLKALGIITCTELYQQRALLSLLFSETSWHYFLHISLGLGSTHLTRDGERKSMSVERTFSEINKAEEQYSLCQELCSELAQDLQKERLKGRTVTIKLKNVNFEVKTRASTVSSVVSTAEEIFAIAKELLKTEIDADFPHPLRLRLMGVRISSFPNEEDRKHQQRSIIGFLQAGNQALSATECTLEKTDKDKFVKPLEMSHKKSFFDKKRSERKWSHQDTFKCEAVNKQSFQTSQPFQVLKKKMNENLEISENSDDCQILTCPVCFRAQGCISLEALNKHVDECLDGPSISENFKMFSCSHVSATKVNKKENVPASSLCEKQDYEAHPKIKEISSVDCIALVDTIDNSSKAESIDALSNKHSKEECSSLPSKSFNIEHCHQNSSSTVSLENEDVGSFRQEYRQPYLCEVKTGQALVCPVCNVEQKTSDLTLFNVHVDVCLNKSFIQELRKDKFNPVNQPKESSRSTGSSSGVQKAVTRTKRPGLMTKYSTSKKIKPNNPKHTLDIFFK
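10 nM Pol kappa was preincubated with compounds for 15 min at room temperature. Reaction started with 50 nM (final) substrate. Fluorescence read kinetically at 0 and 10 min.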
RGS4 inh: blocks human RGS4-accelerated GTP hydrolysis. Transcreener GDP fluorescence polarization, RGS4-accelerated GTP hydrolysis. Potency, µM (series often up to 114 µM), for inactives: at the top dose activity change, negative = inhibition, hits mostly inhibitors. hit rate 0.039% among 390,000; note: potency is the fitted concentration of half-maximal effect; % is set by controls: 0 for no effect and ±100 for the full control effect; nearly all actives have a fitted effect of over 75% in size; some results filed as inactive show a strong effect at the top dose
Target sequence (P49798 whole entry, looked up): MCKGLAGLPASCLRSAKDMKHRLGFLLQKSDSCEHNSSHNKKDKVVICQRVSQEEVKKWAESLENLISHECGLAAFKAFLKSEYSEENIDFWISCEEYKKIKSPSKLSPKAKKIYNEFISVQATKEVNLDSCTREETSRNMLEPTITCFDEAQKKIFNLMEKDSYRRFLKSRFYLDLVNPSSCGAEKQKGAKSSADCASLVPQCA
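MLSMR compounds (23 nl, pin-transferred) preincubated 10 min at room temperature with a 500nM (2x) first reagent, then RGS4 at 900nM (2x) plus Transcreener GDP mix added; fluorescence polarization (620/688 nm) read before and after 90 min at 30 °C.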
Anesthetic bind: candidate novel general anesthetic via apoferritin binding. P02791. apoferritin/1-aminoanthracene competitive binding, fluorescence. Potency, µM (top dose mostly 77.5 µM), without a hit: top-dose activity change, negative = displacement, usual class: inhibitors. hit rate 0.074% among 350,000. AID 485281; note: potency is the fitted concentration of half-maximal effect; % is set by controls: 0 for no effect and ±100 for the full control effect; nearly all actives have a fitted effect of over 20% in size
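Concentration-response curves derived by four-parameter Hill fitting of normalized fluorescence, where compounds displaced 1-AMA from 10 uM horse apoferritin following a brief 10 min room-temperature incubation; propofol titration acted as positive control.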
12-LOX inh: blocks human arachidonate 12S-lipoxygenase; AID 1671190; Potency, µM (highest dose often 108 µM), without a hit: at the highest dose activity change, negative = inhibition, hits mostly inhibitors; purified 12hLO, xylenol orange hydroperoxide absorbance; hit rate 1.1% among 580,000; note: potency is the fitted concentration of half-maximal effect; % is set by controls: 0 for no effect and ±100 for the full control effect
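Purified human 12hLO (150 nM final) in 25 mM Hepes, 0.01% Triton X-100, pH 7.0 was preincubated 15 min at room temperature with compound. Then 40 uM arachidonic acid was added, 30 min. Hydroperoxide was read by Fe-XO absorbance ratio 573/405 nm.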
Pol beta inh: inhibitors of human DNA polymerase beta; Pol beta primer extension/strand displacement, fluorescence kinetic; AID 485314; hit rate 1.3% among 340,000; Potency, µM (series often up to 114 µM), without a hit: at the top dose activity change, negative = inhibition, most hits filed as inhibitors; note: potency is the fitted concentration of half-maximal effect; % is set by controls: 0 for no effect and ±100 for the full control effect
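Values derive from four-parameter Hill fits of normalized kinetic data: reads at 0 and 10 min following addition of 50 nM substrate to 10 nM Pol beta preincubated 15 min with compound.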
APE1 inh: blocks human APE1 abasic DNA cleavage; P27695; recombinant APE1, TAMRA/BHQ-2 abasic DNA cleavage fluorescence; Potency, µM (highest dose often 65.8 µM), inactives show at the highest dose activity change, negative = inhibition, hits mostly inhibitors; hit rate 0.35% among 350,000;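 note: potency is the fitted concentration of half-maximal effect; plate controls were vehicle for no effect and reference inhibitor for full effect; nearly all actives have a fitted effect of over 55% in size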
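APE1 at 0.75 nM preincubated 15 min at room temperature with compound. Reaction then started with 50 nM double-stranded THF-abasic substrate labelled with TAMRA/BHQ-2, and 525/598 nm fluorescence read kinetically. Activity taken as third-minus-first read difference, normalized to DMSO and NSC13755 controls.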
Pol eta inh: DNA polymerase eta (human) inhibition | hit rate 1.2% among 390,000 | recombinant Pol eta, fluorescent DNA replication assay | Q9Y253 | Potency, µM (titrated, usually from 114 µM), for inactives: top-dose activity change, negative = inhibition, usual class: inhibitors; note: potency is the fitted concentration of half-maximal effect; % is set by controls: 0 for no effect and ±100 for the full control effect
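Pol eta (10 nM) was preincubated with compounds for 15 min at room temperature, after which fluorescent replication substrate (50 nM final) was added to start the reaction. Fluorescence was read kinetically at 0 and 10 min.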
LDHA inh: blocks human lactate dehydrogenase A | P00338 | purified LDHA, NADH/diaphorase-resazurin fluorescence; stronger effect = lower value | activity change, % (values are at about 110 or 230 µM) | hit rate 0.15% among 480,000; in the data active = activity change below about -30%; inconclusive = mostly about -25% to -30%;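 note: plate controls were DMSO wells for no effect and wells without enzyme for full effect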
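Enzyme activity of human lactate dehydrogenase 5 (2 nM; 0.06 mM NADH, 0.2 mM pyruvate, 5 min, RT) is measured via a resazurin/diaphorase fluorescence readout of residual NADH.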
ERG Ets-DNA blk: inhibitors of human ERG Ets domain-DNA interaction; Potency, µM (doses to about 76.9 µM), inactives show at the top dose FP activity, negative = inhibition, hits mostly inhibitors; P11308; fluorescence polarization, His-ERG Ets domain / labelled DNA; hit rate 0.028% among 370,000; active = well fitted inhibition curve with a large enough effect in the polarisation, with a control signal flat; inconclusive = small, poorly fitted or top-dose-only effect, or effect the other way, or a change in a side signal; inactive = no such curve, though single readings can be large or run the other way; the % refers to the polarisation;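 note: polarization taken with two DNA probes labelled with fluorescein and Texas red; potency is the fitted concentration of half-maximal effect; % of control where 0% means no effect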
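His-tagged ERG Ets domain (1 uM in the protein solution; 300mM KCl, 50mM Tris-HCl, 1mM EDTA, 1mM DTT, pH 7.5) received compound, then a probe mix of 5 nM fluorescein-DNA and 100nM Texas-615-DNA. Fluorescence polarization was read for both dyes.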
* hit, by the source's call; ? = inconclusive; · = not tested or not shown; [ ] = dose if it differs, or a comment. Unless noted, calls come from the whole dose curve; as a rule, active = well fitted curve in the direction sought with a large enough effect; inconclusive = small, poorly fitted or top-dose-only effect, or another doubt; inactive = no such curve, though single readings can be large; an effect the other way counts as inactive or inconclusive. Only part of the results is shown (hit frequency here may not be typical).

no. | Molecule | Pol beta inh | 12-LOX inh | Anesthetic bind | RGS4 inh | Pol eta inh | POLK inh | APE1 inh | ERG Ets-DNA blk | LDHA inh
1 | CC(C)CC(=O)N1CCN(Cc2ccc(Cl)cc2)CC1 | 40.5%[activator] | ? | -5.2% | -13.3% | -9.7% | -1.7% | -7.4% | 5.1% | -10.7
2 | Cc1cc(C(=O)NC2CCCCCCC2)ccc1[N+](=O)[O-] | · | -54.3% | · | 9.8% | -5.1% | -6.9% | · | -1.5% | -10.2
3 | Cc1ccc(S(=O)(=O)N2CCOCC2)cc1C(=O)Nc1ccc(N2CCCCCC2)cc1 | · | 1.3% | · | -33.1% | -3.3% | -7.9% | -9.9% | -3.8% | -4.8
4 | CCOC(=O)CCCc1ccc(/C(C)=N/NC(N)=S)cc1 | 0.0% | ? | -8.6% | -31.1% | -3.1% | -10.6% | -4.6% | -6.1% | -7.1
5 | COc1cc2c(c(OC)c1OC)-c1c(cc3c(c1O)OCO3)C[C@@H](C)[C@@H](C)C2 | ? | 29.6% | ? | -0.3% | ? | 10.7% | -1.5% | 0.6% | 4.4
6 | COc1ccccc1CCc1nnc(CCC(=O)NC(C)Cc2cccs2)o1 (stereo not given) | 49.8%[activator] | 1.3% | -10.2% | 2.2% | -17.8% | 0.0% | 11.6% | 5.7% | -4.7
7 | O=C(COc1ccc(Cl)cc1)Nc1ccc(Cl)cn1 | 42.9% | 0.0% | -6.2% | -10.4% | -4.1% | 1.3% | 15.0% | -8.4% | -3.1
8 | CCc1nnc(NS(=O)(=O)c2ccc(NC(=O)c3cccc(OC(F)(F)C(F)F)c3)cc2)s1 | · | 0.0% | · | -12.2% | -17.0% | -0.1% | · | -2.9% | -0.8
9 | Cc1cccc2c(CC(=O)O)noc12 | 13.0% | -16.1% | -3.5% | -0.2% | -12.5% | -17.4% | 17.3% | 3.1% | 0.1
10 | CCOc1ccccc1/C=C(/NC(=O)c1ccccc1)C(=O)NC(C)c1ccccc1 (stereo not given) | 9.5% | -19.7% | -17.1% | 28.4% | -5.8% | -7.0% | -0.3% | 7.4% | -4.0
11 | COc1ccc(N2CCN(C(=O)c3cc4c(=O)n(Cc5ccco5)ccc4nc3C)CC2)cc1 | 2.5% | -27.7% | -13.2% | -7.2% | -13.9% | -20.1% | · | 5.0% | 6.1
12 | O=C(CSc1ncn[nH]1)N1CCN(S(=O)(=O)c2ccc(Cl)cc2)CC1 | 8.0% | 13.9% | -14.2% | 10.4% | -7.7% | -3.7% | 1.9% | -7.4% | -2.4
13 | Brc1cnc(OCc2ccccc2)nc1OCc1ccccc1 | · | -3.2% | · | -2.5% | -21.6% | 3.2% | · | -4.9% | -2.6
14 | COCC(=O)NCc1nc2cccnc2n1Cc1ccc(F)cc1 | 1.2% | -9.0% | -7.0% | -10.5% | 3.8% | -5.6%[60.1 µM] | · | 0.6% | 0.8
15 | COc1ccc(C(C)(C)C)cc1NC(=O)CNc1cccc2ccccc12 | -8.6% | -16.0% | -9.7% | 5.6% | -15.7% | -15.1% | -8.7% | -0.1% | 16.3
16 | CC[C@]12C(=O)N(C)C[C@H]([C@@H]3C(=O)N(C)C(=O)[C@@H]31)N2C(=O)c1ccc(Cl)cc1 | · | -20.1% | · | 12.6% | -14.3% | -0.4% | · | 1.3% | -7.6
17 | C=CCNC(=S)/C(=C(\[O-])c1ccc(Cl)cc1)[n+]1ccccc1 | -20.6% | 109.6%[activator] | -1.9% | -25.0% | -2.0% | -18.4% | -0.6% | -1.4% | 0.3
18 | CCCCCCCNC(=O)C1(CC2CC(c3ccc(Cl)cc3)=NO2)CCNCC1 (stereo not given) | 21.6% | -29.7% | ? | -9.6% | -14.4% | -14.3% | -7.2% | 6.2% | -11.1
19 | CCN(CC)P(=O)(Nc1ccc(SC(F)F)cc1)c1ccc(N(C)C)cc1NC(=O)c1ccco1 (stereo not given) | 7.5% | -17.7% | -6.8% | -6.3% | -18.8% | -7.5% | ? | 9.8% | -5.5
20 | COc1ccc(-c2cc(-c3ccc(O)cc3)nc(N)c2C#N)cc1OC | -6.3% | -20.5% | -1.1% | 1.4% | -22.5% | -13.1% | 6.9% | -1.1% | 3.4
21 | CCOc1cc(C2C3=C(CC(C)(C)CC3=O)Nc3n[nH]c(C)c32)ccc1O (stereo not given) | 1.2% | 14.9% | 0.5% | 2.8% | -7.8% | 4.1% | 2.0% | -16.1% | -1.1
22 | CN(C)CC(C)(C)NS(=O)(=O)c1ccc(Cl)cc1 | 2.9% | 7.8%[57.4 µM] | -9.7% | 25.1% | -4.3% | -11.8%[60.1 µM] | -0.2% | · | -3.4
23 | CC(C)CNC(=O)c1ccccc1Oc1ccccc1 | -1.6% | 2.8% | -11.0% | 14.6% | -2.2% | -2.7% | -1.1% | 1.1% | -8.6
24 | Cc1cc(C)c(OCCN2CCOCC2)c(Cl)c1 | 9.9% | ? | -12.0% | 16.2% | 1.3% | -9.4% | -9.9% | -8.6% | -14.8
25 | COc1cc(OC)cc(C(=O)NCCCN2CCN(CCCNC(=O)c3cc(OC)cc(OC)c3)CC2)c1 | 0.5% | 7.7% | 0.4% | -30.6% | -17.1% | -6.7% | -1.3% | -2.4% | -3.3
26 | CCOC(=O)c1sc(NC(=O)CSc2ncccn2)c(C#N)c1C | -23.4% | 13.2% | 4.5% | 5.2% | 1.1% | -5.1% | -3.3% | -3.0% | 1.8
27 | O=C(NCCCSc1ccccc1)c1cnc(Cl)c(Cl)c1 | 22.0% | ? | -14.1% | -4.3% | -19.4% | 8.6% | 10.1% | -4.4% | -2.3
28 | O=C1CC(C(=O)N2CCCc3ccccc32)CN1c1ccc(F)cc1 (stereo not given) | -17.9% | ? | -4.8% | -5.4% | -12.2% | 6.8% | 12.0%[12.4 µM] | -1.1% | -7.6
29 | CCc1cc(C(=O)OC)c(NC(=O)CC2NCCNC2=O)s1 (stereo not given) | 2.3% | 0.0% | -0.3% | 12.2% | 8.1% | 0.0% | 18.7% | 0.2% | -4.3
30 | CCOc1ccc(-n2c(SC)nc3c(c2=O)SCC3)cc1 | ? | ? | 19.7% | 13.4% | 5.1% | -3.6% | -0.6% | -5.9% | -14.6

Ordered by number of heavy atoms (smallest number first): part of the list above
no. | Molecule | Pol beta inh | 12-LOX inh | Anesthetic bind | RGS4 inh | Pol eta inh | POLK inh | APE1 inh | ERG Ets-DNA blk | LDHA inh
2 | Cc1cc(C(=O)NC2CCCCCCC2)ccc1[N+](=O)[O-] | · | -54.3% | · | 9.8% | -5.1% | -6.9% | · | -1.5% | -10.2
17 | C=CCNC(=S)/C(=C(\[O-])c1ccc(Cl)cc1)[n+]1ccccc1 | -20.6% | 109.6%[activator] | -1.9% | -25.0% | -2.0% | -18.4% | -0.6% | -1.4% | 0.3
13 | Brc1cnc(OCc2ccccc2)nc1OCc1ccccc1 | · | -3.2% | · | -2.5% | -21.6% | 3.2% | · | -4.9% | -2.6
12 | O=C(CSc1ncn[nH]1)N1CCN(S(=O)(=O)c2ccc(Cl)cc2)CC1 | 8.0% | 13.9% | -14.2% | 10.4% | -7.7% | -3.7% | 1.9% | -7.4% | -2.4

(further entries)
no. | Molecule | Pol beta inh | 12-LOX inh | Anesthetic bind | RGS4 inh | Pol eta inh | POLK inh | APE1 inh | ERG Ets-DNA blk | LDHA inh
31 | CC(C)OC(=O)CC(=O)c1sc2nc3c(cc2c1N)CN(C)CC3 | 39.8µM* | · | -7.5% | ? | ? | ? | 7.5% | 5.2% | -0.2
32 | CCOc1ccc(S(=O)(=O)NCCC(=O)NCc2cccnc2)cc1 | · | 11.2% | · | -39.4% | -13.8% | -9.8% | 24.2% | 3.0% | -2.4
33 | CCSc1nnc(NC(=O)CSc2nnc(Cc3cccn3C)n2CCc2ccccc2)s1 | -6.3% | 5.1% | ? | -18.3% | -1.8% | -23.9% | -4.5% | 0.2% | 1.1
34 | CC1=C(C(=O)N2CCCC(CCC(=O)NCc3ccc(F)c(F)c3)C2)OCCO1 (stereo not given) | -13.3% | 10.1% | -7.7% | 1.7% | -16.0% | -1.0% | 2.9% | -7.3% | -0.7
35 | O=C1C(=O)N(CNc2cccnc2)c2ccccc21 | 0.9% | 9.7% | -4.6% | -25.4% | -12.0% | -6.7% | 20.4% | -0.7% | 14.2
36 | COc1cc(C2c3c(-c4ccccc4)n[nH]c3C(=O)N2c2ccc(C(=O)O)cc2)ccc1O (stereo not given) | 69.6% | · | -3.5% | -14.2% | -14.3% | -2.5% | 1.7% | -10.7% | -5.6
37 | O=C1c2ccccc2C(=O)c2c1cccc2N1CCN(CCO)CC1 | -1.4% | 2.9% | ? | -7.8% | -19.3% | -10.5% | -7.4% | -1.3% | 9.2
38 | Cc1ccc(CC(=O)O/N=C(\N)c2ccncc2)cc1 | -28.0% | -8.9% | -13.9% | 25.8% | 1.2% | -13.1% | 7.0% | 32.5%[activator] | -6.3
39 | COc1ccc(C(C)=O)cc1COc1cccc2c1OC(C)(C)C2 | 47.0% | 0.0% | -3.0% | -26.1% | -26.6% | -0.1% | 33.4% | -2.9% | -4.5
40 | COCCSc1ccccc1C(=O)N1CCc2ccccc21 | 41.7% | -7.9% | -5.2% | -50.3% | -19.6% | 7.6% | 9.6% | 9.6% | 4.1
41 | COc1ccc(F)cc1S(=O)(=O)Nc1cc2c3c(c1)CCN3C(=O)CC2 | · | -16.4% | · | 15.1% | 8.6% | -7.4% | 29.3% | 2.9% | -4.0
